High-throughput results deposited in PubChem by several laboratories.
TRPN1 ag: zebrafish TRPN1 channel agonists, primary screen, cell-based, HEK293, calcium fluorescence. transient receptor potential cation channel N1 (TRPN1/NompC), Danio rerio. HEK293 zebrafish TRPN1-YFP, Fluo-8 calcium fluorescence; 100% = response to 87 µM carbachol. activation, % at 3 µM. 220,000 tested, 0.18% active;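 active = activation above its plate's cutoff, the mean activation of test wells on that plate plus 3 SD, cut at about 19% in these data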;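 note: 0% = DMSO alone and 100% = 87 µM carbachol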
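Assay system: Zebrafish TRPN1-YFP in HEK293 cells | Incubation: Dye loading 1 h at 37 °C, then 30 min room temperature | Measured by: Kinetic Fluo-8 fluorescence, ex 470-495, em 515-575 nm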
PPC-1+TRAIL kill: compounds killing PPC-1 cancer cells with TRAIL present, primary screen, TRAIL potentiator project, ATPLite luminescence, uHTS | PPC-1 cells + TRAIL, ATPLite viability luminescence | cell killing (% activity), % at 4 µM | 220,000 tested, 0.41% active | AID 1443, 2008;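 active = cell killing above 50% in the first pass at 4 µM, then a duplicate retest at 5 µM averaging 50% or more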;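 note: plate controls were cells with TRAIL plus DMSO for no effect and medium-only wells lacking cells for full effect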
MDM2 E3 inh: MDM2-luciferase reporter signal enhancers, primary screen, MDM2 E3 ligase inhibitor project, cell-based, luminescence, 1536-well; AID 1230, 2008; signal enhancement, % at 5 µM; E3 ubiquitin-protein ligase Mdm2 (Homo sapiens), Q00987; 210,000 tested, 0.11% active; cell-based MDM2 ubiquitination luciferase reporter, 2 h; 0 = plate control, 100 = twice control, blank-subtracted;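 active = signal enhancement of 30% or more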;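 note: luminescence tracks abundance of the self-degrading MDM2-luciferase fusion protein; higher signal means inhibition of MDM2 E3 ligase activity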
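Test system: mammalian cells stably expressing self-ubiquitinating, self-degrading MDM2 E3–luciferase fusion; Amount: 2000 cells in each well; Medium: DMEM; Schedule: 4 h settle plus 2 h compound, 37 °C; Technique: SteadyLite luciferase luminescence after 15 min room-temperature reagent incubation; Benchmarks: plate control and blank wells.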
CHOP inh: inhibitors of CHOP promoter induction, primary screen, cell-based, unfolded protein response, luciferase reporter; AID 2732, 2010; 220,000 tested, 3.8% active; inhibition, % at 10 µM; CHO-K1 CHOP-promoter luciferase, tunicamycin-induced, 15-18 h;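 active = compounds that reduced the stress-induced luciferase reporter signal by more than about 70% of percent inhibition, limit read from the data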;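 note: 0% = tunicamycin plus vehicle and 100% = wells without tunicamycin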
NCF1 inh: p47phox/p22phox peptide binding inhibitors, primary screen, biochemical, uHTS, NADPH oxidase regulatory subunit; Neutrophil cytosol factor 1 (Homo sapiens), P14598; fluorescence polarization, 2 h; inhibition, % at 24.7 µM; 220,000 tested, 0.53% active; AID 1274, 2008;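 active = inhibition above about 30%, limit read from the data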;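 note: 0% = p47phox with labelled peptide and 100% = labelled peptide alone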
Target sequence (P14598 whole entry, looked up): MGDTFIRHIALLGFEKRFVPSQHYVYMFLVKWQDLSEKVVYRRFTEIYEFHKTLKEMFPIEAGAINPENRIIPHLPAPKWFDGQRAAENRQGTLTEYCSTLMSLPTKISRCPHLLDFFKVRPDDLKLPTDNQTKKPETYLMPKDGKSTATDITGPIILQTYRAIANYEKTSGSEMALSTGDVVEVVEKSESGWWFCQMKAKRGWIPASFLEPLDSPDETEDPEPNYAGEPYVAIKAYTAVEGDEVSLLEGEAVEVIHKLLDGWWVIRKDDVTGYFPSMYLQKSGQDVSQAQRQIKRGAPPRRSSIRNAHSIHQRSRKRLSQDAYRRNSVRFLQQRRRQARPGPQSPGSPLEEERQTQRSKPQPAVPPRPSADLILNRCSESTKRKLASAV
TRPML3 ag: human TRPML3 channel agonists, primary screen, cell-based, HEK293 TRPML3-YFP, Fluo-8 calcium fluorescence, 3 µM; Mucolipin-3 (Homo sapiens), Q8TDD5; 100% = the carbachol control signal; activation, % at 3 µM; 220,000 tested, 0.29% active; AID 1448, 2008;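 active = activation above its plate's cutoff, the mean activation of the plate's test wells plus 3 SD, cut at about 12% in these data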;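 note: 0% = DMSO only wells and 100% = carbachol wells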
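Material: TRPML3-YFP stable HEK293 cells | Dosing: One concentration, 3 µM nominal, 0.3% DMSO | Timing: 125 s total fluorescence read per well | Technique: Fluo-8 calcium dye fluorescence, ex 470-495, em 515-575 nm | Measure: Percent activation from peak-to-basal fluorescence ratio, scaled between DMSO and carbachol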
TNF death inh: inhibitors of TNF-alpha triggered necroptosis, primary screen, cell-based, Jurkat FADD-/-, single concentration. AID 463075, 2010. activation (protection from cell death), % at 10 µM. Jurkat FADD-/- TNF necroptosis rescue, ATP luminescence, 24 h; 0 = TNF only, 100 = no-TNF cells. 220,000 tested, 0.068% active;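 active = activation, meaning protection from cell death, of at least 50% relative to plate controls; inactive = activation below 50%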;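 note: necroptosis triggered by 40 ng/mL TNF-alpha added together with compound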
EBV gp42 block: Epstein-Barr virus gp42 inhibitors, primary screen, biochemical, uHTS, fluorescence polarization; Fluorescence polarization binding assay, mP read-out; 220,000 tested, 0.42% active; inhibition, % (tested at 21.74 µM); in the data active = inhibition above about 50%
Runt-SMMHC FRET: inhibitors of RUNX1 Runt–CBFb-SMMHC binding, primary screen, biochemical, FRET, Cerulean-Runt, Venus-CBFb-SMMHC, uHTS | inhibition, % at 20 µM | Runt-related transcription factor 1 (Homo sapiens) + Core-binding factor subunit beta … | 220,000 tested, 0.74% active | Cerulean-Runt/Venus-CBFb-SMMHC FRET ratio 530/480, 1 h;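 active = mean inhibition across duplicate retests at 20 µM reaching about 50%, limit read from the data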;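 note: 0% = DMSO wells and 100% = wells with excess untagged CBFb-SMMHC; inhibitors lower the FRET ratio by blocking Runt binding to CBFb-SMMHC; some results filed as inactive read as strong as hits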
Target sequence (Q01196 whole entry, looked up): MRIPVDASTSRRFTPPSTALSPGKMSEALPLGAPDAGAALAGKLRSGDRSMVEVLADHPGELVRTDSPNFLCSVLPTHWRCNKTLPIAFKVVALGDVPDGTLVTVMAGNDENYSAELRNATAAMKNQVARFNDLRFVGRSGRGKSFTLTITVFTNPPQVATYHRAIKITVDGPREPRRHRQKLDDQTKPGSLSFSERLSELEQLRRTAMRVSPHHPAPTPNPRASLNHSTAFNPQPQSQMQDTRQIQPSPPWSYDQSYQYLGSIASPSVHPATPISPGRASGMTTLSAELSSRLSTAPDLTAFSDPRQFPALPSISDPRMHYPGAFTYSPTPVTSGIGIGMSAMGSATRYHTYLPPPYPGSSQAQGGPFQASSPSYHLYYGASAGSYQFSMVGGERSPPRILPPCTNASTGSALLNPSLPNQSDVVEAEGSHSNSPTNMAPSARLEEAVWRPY
Target sequence (Q13951 whole entry, looked up): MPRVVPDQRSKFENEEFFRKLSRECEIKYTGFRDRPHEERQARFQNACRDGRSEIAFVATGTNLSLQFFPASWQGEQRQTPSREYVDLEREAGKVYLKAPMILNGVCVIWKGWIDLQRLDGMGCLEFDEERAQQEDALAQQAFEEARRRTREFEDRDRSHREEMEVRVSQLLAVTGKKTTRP
Numbers without * were called inactive; . = no result given.

mol	TRPN1 ag	PPC-1+TRAIL kill	MDM2 E3 inh	CHOP inh	NCF1 inh	TRPML3 ag	TNF death inh	EBV gp42 block	Runt-SMMHC FRET
Cc1nn2c(=O)c(NC(=O)c3ccc(F)cc3)cnc2s1	0.3	12	3	0	-11	1.2	-0.4	-21	2
Cc1onc(-c2c(F)cccc2Cl)c1C(=O)ONC(=O)c1ccco1	1.4	0	-2	-11	-9	0.4	-1.4	0	0
COc1ccc2[nH]c(C)c(CCNC(=S)Nc3cccc(C)c3)c2c1	-0.8	5	.	-2	2	-0.7	-21	4	-8
CN(C)C=Nc1nonc1-c1ccccc1	0.8	30	-14	10	-10	0.2	0.0	-4	0
CC(CN1CCN(Cc2ccccc2)CC1)OC(=O)c1ccco1 (configuration not stated)	0.7	0	.	15	1	-0.1	0.3	-9	1
O=C(NCc1ccccn1)c1cc(-c2ccccc2Cl)nc2ccccc12	0.5	35	-12	28	9	-0.2	0.9	-10	-95
CC1(C)Oc2ccc3ccc(=O)oc3c2/C(=C/Nc2ccccn2)C1=O	0.9	17	-12	92*	-11	0.1	-3.5	7	-6
c1ccc2oc(-c3ccc4nc[nH]c4c3)nc2c1	-1.0	24	-8	6	-5	0.7	-4.4	-8	0
Cc1cc(C)c[n+](C(C)C(=O)c2ccc(-c3ccccc3)cc2)c1 (configuration not stated)	0.4	42	-14	5	-13	0.8	-3.9	-17	-1
Cc1ccc(S(=O)(=O)N2CCN(C(=O)COC(=O)c3cc(C)oc3C)CC2)cc1	-1.1	6	-14	31	-6	-0.9	-0.3	-2	4
Cc1cc(=O)oc2cc(OCC3CC(c4ccccc4)=NO3)ccc12 (configuration not stated)	1.2	13	-21	0	-9	0.1	-7.2	11	-3
Cc1cccn2c(=O)c(C=Nc3ccccc3)c(NCCO)nc12	-0.8	5	-16	-18	-13	0.3	-0.7	5	0
Cc1cccc(N2CCN(C(=O)CSCc3c(C)noc3C)CC2)c1C	7.9	15	-16	51	-8	3.0	-15	-6	3
CNC(=S)NCC(O)c1ccc([N+](=O)[O-])cc1 (configuration not stated)	-0.6	29	1	-10	9	0.2	0.9	-18	-5
COc1ccc(NC(=O)Cn2c(=O)n(Cc3ccco3)c(=O)c3ccccc32)cc1	-1.3	-7	-26	6	-5	0.6	0.9	-4	2
Cc1cc(NC(=O)CCC(=O)N(c2ccc(F)cc2)C2(C(=O)NC3CCCCC3)CCCC2)no1	-0.1	-1	-5	38	1	0.7	-6.8	1	3
O=C(CN(C(=O)CNS(=O)(=O)c1ccccc1)c1ccc2c(c1)OCCO2)NCc1ccco1	-0.5	9	-3	19	-6	0.0	-0.2	-14	10
Cc1ccc(Cl)cc1N1CCN(C(=O)COc2ccc3c(c2)CCC3)CC1	-0.1	34	-29	32	-8	-0.4	-0.2	-10	-2
CCCOc1ccc(N2C(=O)CC(SCCc3nc4ccccc4[nH]3)C2=O)cc1 (configuration not stated)	-0.5	17	-7	25	-8	0.2	3.4	2	4
Cc1cc(C)cc(NC(=S)NCc2ccc(F)cc2)c1	-0.9	20	-13	-14	11	-0.6	-12	-4	-1
Cc1c(C(=O)NC(C)CN2CCCCC2)oc2ccccc12 (configuration not stated)	-0.1	4	-12	9	-3	0.8	-1.8	-8	2
O=C(COC(=O)c1ccc(Cl)c([N+](=O)[O-])c1)Nc1ccccc1OC(F)F	-1.0	18	-7	-9	-3	-0.5	-0.3	-1	0
O=C(NCCOc1ccccc1)c1ccccc1NC(=O)C1CCCO1 (configuration not stated)	1.3	1	16	-21	-2	0.6	2.1	-11	-1
CCC(C)(C)NC(=O)C(c1ccc(C)cc1)N(CC1CCCO1)C(=O)CNC(=O)c1cccs1 (configuration not stated)	-1.4	-3	-11	2	-4	-1.2	-3.8	-5	-3
O=C(c1ccco1)N1C(=O)c2cccc3c(S(=O)(=O)N4CCCC4)ccc1c23	0.5	34	-3	74*	1	-0.1	-4.7	1	2
Cc1ccc(S(=O)(=O)c2nc(-c3cccs3)oc2NCCCN(C)C)cc1	0.0	15	-6	-11	-20	0.9	2.9	-13	4
COc1cccc2sc(Nc3nnc(-c4ccccc4Cl)o3)nc12	7.0	-9	-4	.	-20	2.6	-13	-4	5
O=C(NCCc1cccs1)C1CC1	-0.2	4	-2	0	-4	0.0	1.4	-3	3
Cc1ccc(-c2nc(=S)c3c(n2Cc2ccco2)CC(C)(C)OC3)cc1	0.6	22	0	15	-12	-0.1	-0.3	5	13
CCCCCc1c(O)nc(SCCN(CC)CC)[nH]c1=O	-1.9	-12	-7	-5	-7	1.1	-1.1	-8	4
Nc1nnc(-c2cccc([N+](=O)[O-])c2)s1	-0.2	-10	-2	10	-7	0.2	-0.3	-10	0
COc1ccc(-c2nc3c(c4nnc(SC(C)C(=O)Nc5ccccc5)n24)COC(C)(C)C3)cc1 (configuration not stated)	0.8	-8	-3	20	-4	0.3	0.1	-18	-5
CSc1nc2c(cc1C#N)CCCCC2	-0.1	-2	-11	27	-7	0.7	0.9	-25	2
O=C(CCNC(=O)c1ccccc1Cl)Nc1cccc(C(F)(F)F)c1	-1.9	-8	-18	39	-12	-1.0	1.4	20	-1
Cc1ccnc(NC(=O)C2CCN(S(=O)(=O)c3cccc4nsnc34)CC2)c1	0.6	17	-5	38	0	-0.2	2.5	-9	3
Cn1c2ccccc2c2cnn(CC(=O)Nc3ccc(F)cc3F)c(=O)c21	0.6	10	-7	88*	-21	0.7	1.6	-8	1
O=C(CSc1ccc(-c2nc3ccccc3[nH]2)cn1)Nc1ccc2c(c1)OCCO2	-0.4	16	-14	7	-2	0.9	-2.2	5	-1
c1cc2c(cnc3cscc32)s1	-0.7	12	-5	23	-11	0.1	1.0	-12	1
CC1CN(C(=O)N2c3ccccc3Sc3ccccc32)C(C)CC1=O (configuration not stated)	-2.8	12	-5	33	-10	-0.4	-5.5	-11	-2
Cc1[nH]c2ccc(S(N)(=O)=O)cc2c1C	4.2	7	1	25	-7	0.8	0.3	-13	-2
Cc1ccc(Oc2nc3ccccn3c(=O)c2/C=C(\C#N)C(=O)Nc2c(C)n(C)n(-c3ccccc3)c2=O)cc1	1.7	-2	-14	21	5	0.1	-2.3	10	-7
COc1ccc(N2CCCCn3c2nc2c3c(=O)n(C)c(=O)n2C)cc1	0.2	6	-10	5	-5	0.1	-2.0	-15	5
COc1ccc(CCC(=O)OCC(=O)Nc2ccc(C)c(S(=O)(=O)N(C)C)c2)cc1	5.8	1	3	26	-14	1.9	0.1	-8	1
COCCN(CCOC)C(=O)c1cc2c(=O)n3ccccc3nc2s1	2.0	3	-7	-34	7	1.1	-3.2	-3	22
COC(=O)C1CCN(S(=O)(=O)c2ccc(OC)cc2)CC1	-0.1	7	-15	25	-8	0.3	-0.7	-3	1
COc1cc(N/C=C2\CC(=O)NC(C)=C2C#N)cc(OC)c1OC	0.6	12	-22	-1	-4	0.7	-6.0	1	24
CCOC(=O)c1c(CC(C)C)csc1NC(=O)c1ccccc1C(=O)O	-1.1	5	-9	1	-8	1.4	2.7	23	-4
CCn1ncc(C2=NOC(C(=O)Nc3cnn(C45CC6CC(CC(C6)C4)C5)c3)C2)c1C (configuration not stated)	13	6	-8	43	-7	8.0	-5.0	0	-2
O=C(NCCO)c1cccc(Nc2nc(-c3ccccc3)c3cc(Cl)ccc3n2)c1	-0.3	4	-10	15	-4	0.5	-11	10	-22
Cc1ccccc1C(=O)c1cccn1CC(=O)O	0.4	-8	-23	-4	-3	0.4	-0.4	4	-5

3 entries from above, arranged by length of the SMILES, lowest first.
mol	TRPN1 ag	PPC-1+TRAIL kill	MDM2 E3 inh	CHOP inh	NCF1 inh	TRPML3 ag	TNF death inh	EBV gp42 block	Runt-SMMHC FRET
Nc1nnc(-c2cccc([N+](=O)[O-])c2)s1	-0.2	-10	-2	10	-7	0.2	-0.3	-10	0
COC(=O)C1CCN(S(=O)(=O)c2ccc(OC)cc2)CC1	-0.1	7	-15	25	-8	0.3	-0.7	-3	1
CCn1ncc(C2=NOC(C(=O)Nc3cnn(C45CC6CC(CC(C6)C4)C5)c3)C2)c1C (configuration not stated)	13	6	-8	43	-7	8.0	-5.0	0	-2

(cont.)
mol	TRPN1 ag	PPC-1+TRAIL kill	MDM2 E3 inh	CHOP inh	NCF1 inh	TRPML3 ag	TNF death inh	EBV gp42 block	Runt-SMMHC FRET
COc1ccc(-c2ccc(-c3noc(C(C)C)n3)c(OC)n2)cc1	-0.3	2	-14	17	-43	0.2	-9.8	-12	2
COc1ccc(CNC(=O)CCc2nc3cc(S(=O)(=O)N(C)C)ccc3n2C)cc1OC	0.6	2	-45	5	1	0.0	-0.3	-8	3
Cc1ccc(N2C(=O)CC(C3CCCO3)C2=O)cc1 (configuration not stated)	2.1	13	-6	10	0	0.4	3.9	-2	2
COc1ccccc1N1CCN(C(=O)c2ccc3[nH]c4c(c3c2)CC(C)CC4)CC1 (configuration not stated)	-0.1	15	3	65	-10	0.7	2.4	-7	-5
CN1/C(=C\C(=O)CSc2nnc(N)s2)C(C)(C)c2ccccc21	0.8	1	-1	44	-50	1.0	0.1	-15	-1
COCCCNC(=O)CSC1=Nc2ccccc2C2=NC(Cc3c[nH]c4ccccc34)C(=O)N12 (configuration not stated)	0.2	4	-8	15	-8	0.4	-0.3	1	0
NC(=O)c1sc2nc(-c3ccccc3)c3c(c2c1N)CCCC3	-0.2	.	-96	26	-4	-0.4	-3.2	16	3
O=C(CCN1C(=O)C2C3C=CC(C3)C2C1=O)N1CCN(c2ccccc2F)CC1 (configuration not stated)	1.3	5	-3	22	1	0.8	0.7	2	2
COc1ccc(CCNC(=O)c2ccco2)cc1	0.1	17	3	14	-7	0.6	0.1	2	-1
CN1CCN(C(=O)CSc2nc(-c3cccs3)ccc2C#N)CC1	-2.0	-1	-4	-4	-34	1.1	-0.8	25	-2
CN(C)S(=O)(=O)c1ccc(NC(=O)C2CCCN(C(=O)c3ccc(Cl)cc3)C2)cc1 (configuration not stated)	1.0	22	-3	-4	-2	-0.1	-0.7	-5	4
